High-throughput results (PubChem BioAssay)
HSF1 inhib = HSF1 inhibition; NIH3T3-HGL HSE-luciferase, MG132-induced, luminescence 8 h; active compounds read low; 300,000 compounds, 0.77% hits; activity change, negative = inhibition, % at 7.5 µM (by protocol);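 active = more than half of replicate wells show activity change below -50%, luminescence cut by over half; inconclusive = some wells, but at most half, below -50%; inactive = no replicate well below -50%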;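 note: luciferase reports HSF-1 transcriptional activity via heat shock element; 0% = median of DMSO wells and -100% = zero luminescence signal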
HSP90 refold inh = inhibitors of HSP90 luciferase refolding in rabbit reticulocyte lysate | luciferase refolding luminescence, 3 h | inhibition, % at 5.6 µM | 290,000 compounds, 0.91% hits;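 active = inhibition above the screen-wide mean plus 3 SD, computed separately per campaign, cut at about 16% in these data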;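 note: 0% = DMSO wells and 100% = 60 µM geldanamycin wells; inhibitors lower the luminescence because luciferase stays unfolded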
aSyn 5UTR inh = 5' untranslated region of α-synuclein, MLPCN primary screen; inhibition, % (tested at 7.5 µM); 300,000 compounds, 0.82% hits; AID 1813; alpha-synuclein 5'UTR reporter, inhibitor activity; in the data active = inhibition above about 60%; inconclusive = no clear call, values can overlap the other calls;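 note: H4 neuroglioblastoma cells stably carrying SNCA 5'UTR luciferase fusion; 0% = DMSO wells and 100% = positive control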
AI-2 QS mod = modulates the Vibrio harveyi AI-2 quorum sensing system; 300,000 compounds, 0.4% hits; activity change, % at 7.5 µM; Vibrio harveyi JMH597 AI-2 luminescence/OD600 ratio, 9 h; active compounds read low; strain lacks LuxN and CqsS sensors; 0 = neutral-control median; in the data active = activity change below about -75%, passing the limit was not always enough; inconclusive = no clear call, values can overlap the other calls;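 note: luminescence divided by OD600 gain over 9 h not by final OD600 alone; inactives centre near 13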
GSK3 alpha inh = blocks human GSK-3 alpha kinase; P49840; ADP-Glo luminescence, 60 min; inhibition, % at 10 µM; 320,000 compounds, 0.1% hits; AID 2650;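 in the data active = inhibition above about 50%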;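 note: GST-tagged GSK-3 alpha with peptide substrate and 25 µM ATP; 0% = DMSO neutral wells and 100% = GW8510 positive control wells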
Target sequence (P49840 whole entry, looked up): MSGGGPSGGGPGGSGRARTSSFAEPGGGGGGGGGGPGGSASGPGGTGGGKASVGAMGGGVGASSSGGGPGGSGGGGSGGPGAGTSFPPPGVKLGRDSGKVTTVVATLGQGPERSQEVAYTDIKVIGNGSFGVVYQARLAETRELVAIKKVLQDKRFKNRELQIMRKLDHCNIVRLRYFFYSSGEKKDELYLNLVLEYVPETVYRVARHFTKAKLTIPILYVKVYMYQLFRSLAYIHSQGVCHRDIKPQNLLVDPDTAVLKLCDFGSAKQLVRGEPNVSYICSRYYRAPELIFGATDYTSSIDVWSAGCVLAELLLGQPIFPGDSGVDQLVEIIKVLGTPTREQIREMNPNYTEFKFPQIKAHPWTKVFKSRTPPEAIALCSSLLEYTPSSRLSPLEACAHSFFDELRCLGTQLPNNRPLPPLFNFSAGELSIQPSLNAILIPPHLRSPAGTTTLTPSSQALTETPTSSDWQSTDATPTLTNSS
IEC-6 tox = counter-screen for KLF5 inhibitors: cytotoxicity in IEC-6 cells. IEC-6 cytotoxicity, luminescence viability. inhibition, % at 5 µM. 290,000 compounds, 0.78% hits; in the data active = inhibition above about 22%;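 note: 0% = plate median of test compound wells and 100% = cytotoxic reference compound wells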
HSF-1 act = increases HSF-1 driven luciferase reporter signal | NIH3T3-HGL HSF-1 luciferase reporter, MG132, 8 h; 100% = twice DMSO control signal | activation, % at 9 µM | 300,000 compounds, 1.7% hits;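 active = mean replicate activation of at least 50% with a set share of replicates each reaching 50%; inconclusive = only one of those two conditions met; inactive = mean below 50% and too few replicates reaching it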;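 note: 0% = median of the neutral control wells and 100% = twice that signal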
HIF activator = HIF pathway transcriptional activation; activation, % at 7.5 µM (by protocol); U2OS HRE-luciferase reporter, luminescence; normalized: DMSO 0%, desferrioxamine 100%; 300,000 compounds, 0.32% hits;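 active = mean activation of at least 10% of the iron chelator positive control signal, with at least half of replicates also reaching 10%; inconclusive = mean and replicate majority disagree about reaching 10%; inactive = mean and most replicates under 10%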
GSK3B inh = inhibitors of human GSK3beta kinase; GST-GSK3beta kinase, ADP-Glo luminescence, 60 min; active compounds read low; AID 2097; activity score (negative = inhibition), % at 10 µM; 300,000 compounds, 0.038% hits; P49841;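 active = more than half of replicate wells score below -50%, meaning over 50% inhibition versus plate controls; inconclusive = some replicates but at most half score below -50%; inactive = no replicate scores below -50%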;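 note: 0% = median DMSO wells and -100% = median GW8510 positive control wells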
Target sequence (P49841 whole entry, looked up): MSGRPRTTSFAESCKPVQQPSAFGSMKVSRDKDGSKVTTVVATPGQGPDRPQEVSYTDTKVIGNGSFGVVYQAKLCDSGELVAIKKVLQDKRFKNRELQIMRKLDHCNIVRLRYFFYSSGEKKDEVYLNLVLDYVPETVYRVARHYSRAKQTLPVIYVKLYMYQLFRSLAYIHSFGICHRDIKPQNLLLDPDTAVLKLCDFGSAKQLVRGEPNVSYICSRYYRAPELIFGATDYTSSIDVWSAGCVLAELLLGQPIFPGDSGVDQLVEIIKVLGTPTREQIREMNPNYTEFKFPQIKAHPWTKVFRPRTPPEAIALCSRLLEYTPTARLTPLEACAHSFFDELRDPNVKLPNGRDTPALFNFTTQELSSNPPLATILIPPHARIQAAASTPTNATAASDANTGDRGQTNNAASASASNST
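Assay system: GST-tagged human GSK3beta kinase, cell-free; Input: 1.6 ng GSK3beta; Medium: Tris/MgCl2 kinase buffer; Timing: 60 min enzyme reaction, room temperature; Signal: ADP-Glo luminescence quantifying ADP generated by kinase; Evaluation: score relative to plate controls; Benchmarks: DMSO neutral wells and GW8510 at 20 µM as positive.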
KLF5 inh = suppresses KLF5 promoter-driven expression; inhibition, % at 5 µM; DLD-1 KLF5 promoter-luciferase reporter, luminescence; 290,000 compounds, 0.23% hits;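 active = inhibition above a per-plate limit of that plate's mean compound inhibition plus 3 SD, cut at about 60% in these data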;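 note: 0% = DMSO wells and 100% = LY294002 at 200 µM; higher means less KLF5 promoter-driven luciferase light; inactives centre near -14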
Active calls of the source: *. Hits appear at their usual frequency; any-hit rate near 4.7%.

What do the screens show for `O=C1c2ccccc2S(=O)(=O)c2cc(N3CCN(c4ccccc4)CC3)ccc21`?
HSF1 inhib: -5; aSyn 5UTR inh: -19; AI-2 QS mod: 12; GSK3 alpha inh: 0; HSF-1 act: 5; HIF activator: 0.2; GSK3B inh: 16

What do the screens show for `O=C1c2ccccc2NC(c2ccc(Cl)cc2Cl)N1O` (stereo unspecified)?
HSF1 inhib: -3; HSP90 refold inh: 0; aSyn 5UTR inh: 46; AI-2 QS mod: 37; GSK3 alpha inh: 3; IEC-6 tox: 0; HSF-1 act: -7; HIF activator: -0.2; GSK3B inh: -6; KLF5 inh: 4

Results for CCOC(=O)N1CCN(C(=O)/C=C/c2cccc([N+](=O)[O-])c2)CC1 ?
HSF1 inhib: -2; HSP90 refold inh: -2; aSyn 5UTR inh: 20; AI-2 QS mod: 27; GSK3 alpha inh: -7; IEC-6 tox: -2; HSF-1 act: 0; HIF activator: 0.0; GSK3B inh: 0; KLF5 inh: -20

Results for Cc1ccc(/C=N/NC(=O)CSc2nnc(-c3ccc(Cl)cc3)n2-c2ccccc2)o1 ?
HSF1 inhib: -6; HSP90 refold inh: 4; aSyn 5UTR inh: -6; AI-2 QS mod: 30; GSK3 alpha inh: -2; IEC-6 tox: -1; HSF-1 act: 14; HIF activator: -0.2; GSK3B inh: -1; KLF5 inh: -37

Results for CCC(C)(CC(=O)O)CC(=O)Nc1cc(C(F)(F)F)cc(C(F)(F)F)c1 (stereo unspecified) ?
HSF1 inhib: -2; HSP90 refold inh: -4; aSyn 5UTR inh: 0; AI-2 QS mod: 51; GSK3 alpha inh: -5; IEC-6 tox: 10; HSF-1 act: 5; HIF activator: -0.1; GSK3B inh: -2; KLF5 inh: -11

How did Cc1ccc(/C=C/C(=O)OC(C)C(=O)Nc2ncc(Cl)cc2Cl)o1 (stereo unspecified) do in these assays?
HSF1 inhib: -7; HSP90 refold inh: -4; aSyn 5UTR inh: 7; AI-2 QS mod: 15; GSK3 alpha inh: -3; IEC-6 tox: 0; HSF-1 act: -11; HIF activator: -0.2; GSK3B inh: 5; KLF5 inh: -15

How did COc1cc(C(=O)N2CCN(C(=O)COc3ccc4ccccc4c3)CC2)cc(OC)c1OC do in these assays?
HSF1 inhib: -3; HSP90 refold inh: -3; aSyn 5UTR inh: 26; AI-2 QS mod: 17; GSK3 alpha inh: -1; IEC-6 tox: -3; HSF-1 act: 2; HIF activator: -0.2; GSK3B inh: 3; KLF5 inh: -6

How did CCc1nn(CC(=O)N2CCN(C)CC2)c(=O)c2cccn12 do in these assays?
HSF1 inhib: -5; HSP90 refold inh: -3; aSyn 5UTR inh: 7; AI-2 QS mod: -5; GSK3 alpha inh: -2; IEC-6 tox: -5; HSF-1 act: 4; HIF activator: -0.2; GSK3B inh: -6; KLF5 inh: -20

What do the screens show for `Nc1ccc2c(c1)C(=O)N(CCCC(=O)O)C2=O`?
HSF1 inhib: 8; HSP90 refold inh: 3; aSyn 5UTR inh: 15; AI-2 QS mod: 5; GSK3 alpha inh: 0; IEC-6 tox: -5; HSF-1 act: 41; HIF activator: -0.6; GSK3B inh: -1; KLF5 inh: -34

How did COc1ccc(S(=O)(=O)N2CCC(C(=O)NCc3cccnc3)CC2)cc1C do in these assays?
HSF1 inhib: 22; HSP90 refold inh: 1; aSyn 5UTR inh: 16; AI-2 QS mod: 13; GSK3 alpha inh: 0; IEC-6 tox: 0; HSF-1 act: inconclusive; HIF activator: 0.2; GSK3B inh: -2; KLF5 inh: -13

What do the screens show for `COc1cc(C=O)ccc1OC(=O)c1ccc(C(C)C)cc1`?
HSF1 inhib: -91*; HSP90 refold inh: -2; aSyn 5UTR inh: -1; AI-2 QS mod: 22; GSK3 alpha inh: -2; IEC-6 tox: -3; HSF-1 act: -93; HIF activator: -0.2; GSK3B inh: -3; KLF5 inh: -6

Results for COc1ccc(Sc2cc(C(F)(F)F)nc(-c3ccccn3)n2)cc1 ?
HSF1 inhib: -3; HSP90 refold inh: 3; aSyn 5UTR inh: 8; AI-2 QS mod: 0; GSK3 alpha inh: -2; IEC-6 tox: 0; HSF-1 act: 0; HIF activator: 0.1; GSK3B inh: -4; KLF5 inh: 19

What do the screens show for `CCCCNC(=O)C1CCCN1C(=O)Nc1cccc(OC)c1` (stereo unspecified)?
HSF1 inhib: -52*; HSP90 refold inh: 3; aSyn 5UTR inh: -13; AI-2 QS mod: 6; GSK3 alpha inh: 0; IEC-6 tox: -2; HSF-1 act: -61; HIF activator: 0.9; GSK3B inh: 1; KLF5 inh: -7

How did CC(C)N(Cc1ccccc1)C(=O)COC(=O)c1ccccc1SCC(=O)N1CCCC1 do in these assays?
HSF1 inhib: -2; aSyn 5UTR inh: 4; GSK3 alpha inh: -6; HSF-1 act: 5; HIF activator: -0.7

What do the screens show for `CN(Cc1ccc(F)cc1)Cc1nc(-c2ccccc2)no1`?
HSF1 inhib: 5; HSP90 refold inh: -4; aSyn 5UTR inh: -7; AI-2 QS mod: 7; GSK3 alpha inh: -1; IEC-6 tox: -3; HSF-1 act: 7; HIF activator: 0.6; GSK3B inh: 5; KLF5 inh: -36

What do the screens show for `CC1(C)CC(=O)C=C(N=CC2=C(O)CC(C)(C)CC2=O)C1`?
HSF1 inhib: 3; HSP90 refold inh: 4; aSyn 5UTR inh: 1; AI-2 QS mod: 20; GSK3 alpha inh: 2; IEC-6 tox: -9; HSF-1 act: 10; HIF activator: 0.1; GSK3B inh: -4; KLF5 inh: -22

Results for CCN(CC)c1ccc(C(=O)O)cc1 ?
HSF1 inhib: -9; HSP90 refold inh: 6; aSyn 5UTR inh: 12; AI-2 QS mod: 23; GSK3 alpha inh: 3; IEC-6 tox: 8; HSF-1 act: -12; HIF activator: -0.1; GSK3B inh: 2; KLF5 inh: -30

Results for CC(Sc1nnc(COc2ccc(Cl)cc2)n1-c1ccccc1)C(=O)O (stereo unspecified) ?
HSF1 inhib: 2; HSP90 refold inh: -2; aSyn 5UTR inh: 8; AI-2 QS mod: 13; GSK3 alpha inh: -7; IEC-6 tox: 4; HSF-1 act: 3; HIF activator: -1.5; GSK3B inh: -5; KLF5 inh: -19

What do the screens show for `O=C(O)C1CCC(=O)N1C1CCCC1` (stereo unspecified)?
HSP90 refold inh: 0; AI-2 QS mod: 20; GSK3 alpha inh: 0; IEC-6 tox: -6; GSK3B inh: -4; KLF5 inh: 2

How did O=C(NNS(=O)(=O)c1ccc(C(F)(F)F)cc1)c1cnn(-c2ccccc2)c1C(F)(F)F do in these assays?
HSF1 inhib: 10; HSP90 refold inh: -2; aSyn 5UTR inh: -2; AI-2 QS mod: 25; GSK3 alpha inh: -4; IEC-6 tox: 1; HSF-1 act: -1; HIF activator: 0.2; GSK3B inh: -3; KLF5 inh: -24

Results for O=C(NCCNc1nccc(C(F)(F)F)n1)c1cccc(C(F)(F)F)c1 ?
HSF1 inhib: -2; HSP90 refold inh: -1; aSyn 5UTR inh: -2; AI-2 QS mod: 13; GSK3 alpha inh: 5; IEC-6 tox: 0; HSF-1 act: 17; HIF activator: 0.2; GSK3B inh: 2; KLF5 inh: -5

Results for Cc1cc(C)c(C)c(S(=O)(=O)N2CCN(c3ncnc4sc(C)c(C)c34)CC2)c1C ?
HSF1 inhib: 0; HSP90 refold inh: -4; aSyn 5UTR inh: -5; AI-2 QS mod: 31; GSK3 alpha inh: 0; IEC-6 tox: -5; HSF-1 act: 2; HIF activator: -0.3; GSK3B inh: 1; KLF5 inh: -46

How did CCCn1c(SCC(=O)Nc2cccc(S(=O)(=O)NC3=NCCCCC3)c2)nc2ccccc2c1=O do in these assays?
HSF1 inhib: 16; HSP90 refold inh: -2; aSyn 5UTR inh: 18; AI-2 QS mod: 11; GSK3 alpha inh: -1; IEC-6 tox: 7; HSF-1 act: 21; HIF activator: 0.0; GSK3B inh: 0; KLF5 inh: 6

Results for CCCC(C(=O)Nc1ccc2c(C)cc(=O)oc2c1)c1ccccc1 (stereo unspecified) ?
HSF1 inhib: -2; HSP90 refold inh: -4; aSyn 5UTR inh: -66; AI-2 QS mod: 32; GSK3 alpha inh: -3; IEC-6 tox: 6; HSF-1 act: -17; HIF activator: 0.1; GSK3B inh: 5; KLF5 inh: -31

What do the screens show for `Cc1nn(C)c(C)c1/C=N/NC(=O)c1csc2ccccc12`?
HSF1 inhib: -3; HSP90 refold inh: 6; aSyn 5UTR inh: -56; AI-2 QS mod: 25; GSK3 alpha inh: 1; IEC-6 tox: 3; HSF-1 act: -1; HIF activator: 1.6; GSK3B inh: -1; KLF5 inh: -78

How did COc1cc(/C=C2\C=CC(=O)O2)cc(OC)c1 do in these assays?
HSF1 inhib: 4; HSP90 refold inh: 1; aSyn 5UTR inh: -65; AI-2 QS mod: 21; GSK3 alpha inh: -1; IEC-6 tox: -7; HSF-1 act: 1; HIF activator: -1.4; GSK3B inh: -2; KLF5 inh: -32

How did Cc1cc(C[n+]2ncsc2N)c2ncccc2c1 do in these assays?
HSF1 inhib: -3; HSP90 refold inh: 4; aSyn 5UTR inh: -15; AI-2 QS mod: -1; GSK3 alpha inh: -1; IEC-6 tox: 0; HSF-1 act: 17; HIF activator: -0.5; GSK3B inh: -1; KLF5 inh: -1

How did CC(=S)c1c(C)cc2cc(C)ccn12 do in these assays?
HSF1 inhib: -14; HSP90 refold inh: 1; aSyn 5UTR inh: -3; AI-2 QS mod: 15; IEC-6 tox: -9; HSF-1 act: -14; HIF activator: 0.1; GSK3B inh: -1; KLF5 inh: 7

How did C=CCn1c(=O)c(C(=O)NC2CC2)c(O)c2cc(OC)c(OC)cc21 do in these assays?
HSF1 inhib: -4; HSP90 refold inh: 1; aSyn 5UTR inh: 9; AI-2 QS mod: -1; GSK3 alpha inh: -1; IEC-6 tox: 6; HSF-1 act: -6; HIF activator: 0.6; GSK3B inh: -1; KLF5 inh: 11

What do the screens show for `COc1cc(C(NC(C)=O)NC(C)=O)ccc1OCc1ccccc1`?
HSF1 inhib: 0; HSP90 refold inh: 3; aSyn 5UTR inh: -9; AI-2 QS mod: 13; GSK3 alpha inh: -3; IEC-6 tox: -5; HSF-1 act: -13; HIF activator: 0.7; GSK3B inh: -1; KLF5 inh: -21

Results for CCNC(=O)CC1C(=O)N(c2cccc(C)c2)C(=O)N1CCC(C)C (stereo unspecified) ?
HSF1 inhib: -1; HSP90 refold inh: -3; aSyn 5UTR inh: 1; AI-2 QS mod: 21; GSK3 alpha inh: 0; IEC-6 tox: -1; HSF-1 act: -2; HIF activator: -14; GSK3B inh: -1; KLF5 inh: -10

How did CSc1nc(N2CCN(c3ccccc3Cl)CC2)c2ccccc2n1 do in these assays?
HSF1 inhib: -4; HSP90 refold inh: 5; aSyn 5UTR inh: -7; AI-2 QS mod: -3; GSK3 alpha inh: -1; IEC-6 tox: 4; HSF-1 act: 10; HIF activator: -0.6; GSK3B inh: 4; KLF5 inh: -22
